# H9c2 protect – protects H9c2 cardiomyocytes from peroxide injury | H2O2 injury protection, ATPLite, 2 h | protection from H2O2 cell death, % at 20 µM | 360,000 tested, 0.63% active;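 active = compounds giving at least 50% protection of heart cells from peroxide-induced death in the single-dose screen, raw or plate-pattern-corrected value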;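 note: 0% = DMSO wells with peroxide and 100% = DMSO wells without peroxide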
# HIF-2a block – HIF-2a inhibition. inhibition, % at 18.8 µM. 360,000 tested, 0.72% active. 786-0 RCC cells HIF-2a reporter, luciferase luminescence, overnight. AID 624352;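 active = inhibition of the luminescence signal of 40% or more relative to plate controls, in a single-dose primary screen at 18.75 µM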
# CaV13 ICDI inh – Primary screen for inhibitors of IQ motif and Ca2+-dependent inactivation inhibitor domain binding in CACNA1D, Förster resonance energy transfer in living cells, …. HEK cells, CFP/YFP FRET ICDI-IQ, plate reader, 10 min; percent FRET-ratio fall versus neutral wells. inhibition, % at 12.3 µM. 340,000 tested, 0.098% active. AID 743397;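 active = mean replicate inhibition of at least 30% and at least 1% of replicates passing that level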;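 note: 0% = median of the neutral control wells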
# iPSC survival up – increases survival of single human iPS cells | hiPSC single-cell survival, ATPlite luminescence; 100% = ROCK inhibitor wells, 0% = DMSO | survival enhancement, % at 20 µM | 360,000 tested, 0.044% active | AID 602274; in the data active = survival enhancement above about 18%;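 note: cells exposed to compounds for 16 hours before the ATP read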
# PDI inh – blocks human protein disulfide isomerase activity; inhibition, % at 10 µM; PDI insulin aggregation turbidity, A650, 90 min; 350,000 tested, 0.052% active; P07237;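 active = mean inhibition across replicates of 30% or more, whatever share of single replicates reach that level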;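 note: absorbance from insulin aggregation driven by PDI reduction with DTT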
# Target sequence (P07237 whole entry, looked up): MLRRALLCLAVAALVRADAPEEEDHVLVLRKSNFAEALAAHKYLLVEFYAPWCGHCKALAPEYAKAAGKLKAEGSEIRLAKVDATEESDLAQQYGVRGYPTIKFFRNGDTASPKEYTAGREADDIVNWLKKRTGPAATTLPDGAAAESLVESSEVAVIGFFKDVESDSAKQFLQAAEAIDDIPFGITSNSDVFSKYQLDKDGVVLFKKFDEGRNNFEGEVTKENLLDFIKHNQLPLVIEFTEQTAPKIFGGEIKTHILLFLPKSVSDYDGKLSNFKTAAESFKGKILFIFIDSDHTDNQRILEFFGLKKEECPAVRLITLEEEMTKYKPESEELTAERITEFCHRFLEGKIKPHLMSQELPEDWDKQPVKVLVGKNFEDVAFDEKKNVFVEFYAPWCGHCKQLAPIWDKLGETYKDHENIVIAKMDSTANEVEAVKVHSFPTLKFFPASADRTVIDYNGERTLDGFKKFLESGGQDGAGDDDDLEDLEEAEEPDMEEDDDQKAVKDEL
# Shn3 3UTR inh – inhibitors of Schnurri-3 3'UTR reporter in osteoblasts; inhibition, % at 12.5 µM; 360,000 tested, 0.52% active; AID 588674; Clone20 osteoblast Shn3 3'UTR firefly luciferase, 24 h;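 active = mean inhibition of at least 75% with every replicate also reaching 75%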;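 note: 0% = median of neutral control wells and 100% = pilot-screen positive control compound; some compounds past the cut are filed as inactive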
# TRPM1 prom inh – MITF TRPM1 promoter inhibition in SK-MEL-5 cells | SK-MEL-5 TRPM1 promoter luciferase, 24 h | inhibition, % at 12.5 µM | 330,000 tested, 0.83% active | AID 488899;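 active = mean inhibition across replicates of 60% or more, whatever share of single replicates reaches that level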; note: values of inactives mirror those of a sister screen read the other way
# m5-HT2A agonist – activates the mouse 5-HT2A serotonin receptor; 360,000 tested, 0.66% active; P35363; CHO-K1 mHTR2A beta-arrestin complementation, luminescence; percent of 30 µM serotonin response; activation, % at 7.6 µM;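 active = activation above a run cutoff, the mean activation of all tested compounds plus 3 SD, cut at about 14% in these data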;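 note: 0% = plate median of compound wells and 100% = 30 µM serotonin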
# NR2E3 ag-1 – agonists of human NR2E3 nuclear receptor; CHO-S Gal4-NCOR/VP16-NR2E3 two-hybrid, luciferase; AID 602229; 360,000 tested, 0.35% active; Q9Y5X4; inhibition of corepressor binding, % at 3.98 µM;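 active = inhibition above the mean of all tested compounds plus 3 SD, cut at about 70% in these data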;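 note: 0% = DMSO with NR2E3 transfected cells and 100% = cells lacking NR2E3 construct; higher means lower luciferase signal from less NR2E3 corepressor binding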
# Target sequence (Q9Y5X4 whole entry, looked up, the tested form may be a part): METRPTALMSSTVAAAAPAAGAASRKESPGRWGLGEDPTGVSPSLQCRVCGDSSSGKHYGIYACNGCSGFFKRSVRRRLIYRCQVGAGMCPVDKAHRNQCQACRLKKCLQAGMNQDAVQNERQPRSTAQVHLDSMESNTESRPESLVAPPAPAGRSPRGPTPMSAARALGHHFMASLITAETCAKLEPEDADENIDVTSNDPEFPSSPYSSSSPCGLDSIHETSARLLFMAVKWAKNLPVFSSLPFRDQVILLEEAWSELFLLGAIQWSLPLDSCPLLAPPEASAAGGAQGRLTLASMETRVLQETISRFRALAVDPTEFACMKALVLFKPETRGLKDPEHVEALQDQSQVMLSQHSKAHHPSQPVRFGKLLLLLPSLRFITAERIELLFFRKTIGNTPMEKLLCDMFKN
# Peg3 prom inh – reduces Peg3 promoter-driven luciferase expression in HeLa; HeLa PEG-Prom luciferase reporter, luminescence, overnight; 360,000 tested, 1.7% active; inhibition, % at 20 µM;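 active = inhibition of at least 50% at 20 µM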
# NR2E3 ag-2 – activates human photoreceptor nuclear receptor NR2E3. Q9Y5X4. GST-NR2E3/biotin-RetCOR TR-FRET, 1536-well. inhibition of corepressor binding, % at 4.78 µM. 320,000 tested, 0.12% active. AID 2300;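 active = percent inhibition above the cutoff of mean plus 3 SD of all tested compounds, set per screening campaign, cut at about 20% in these data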;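 note: 0% = DMSO wells and 100% = biotin wells as full block of FRET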
#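 Assay system: NR2E3–RetCOR corepressor complex. Quantity: 1.35 nM GST-NR2E3. Buffer or medium: pH 7.5 Tris-based buffer. Reagent: biotinylated RetCOR corepressor at 7 nM final. Schedule: 5 h at 4 °C. Detection: TR-FRET, emission read at 617 and 671 nm. Replicates: one well per compound, singlicate testing.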
# The depositor's hits bear a star; · = not tested or not shown.
SMILES,H9c2 protect,HIF-2a block,CaV13 ICDI inh,iPSC survival up,PDI inh,Shn3 3UTR inh,TRPM1 prom inh,m5-HT2A agonist,NR2E3 ag-1,Peg3 prom inh,NR2E3 ag-2
CCCCN(C(=O)CSCc1c(C)noc1C)c1c(N)n(CCCC)c(=O)[nH]c1=O,2,0,-5,-0.5,6,10,1,-3,-14,12,-3
CCc1ccc(NC(=O)C2CCN(C(=O)N3CCOc4ccccc43)CC2)cc1,-19,5,-4,-0.8,·,20,·,-3,-38,9,4
CN=CC1=C(O)CC(C)(C)CC1=O,14,2,-5,2.4,-2,-15,-6,3,-26,7,8
CCN1CCN(S(=O)(=O)c2ccc(Cl)c(C(=O)N(C)Cc3cccc(Cl)c3Cl)c2)CC1,-3,4,-13,-0.4,2,25,11,-7,7,11,1
O=C(COc1ccc2c(c1)CCC2)N1CCN(c2cccc(C(F)(F)F)c2)CC1,-2,-57,-4,-0.8,-5,23,7,2,-15,-60,1
O=C(Cc1c(Cl)cccc1Cl)OCC(=O)N1CCOCC1,5,8,-15,-0.5,-5,-28,13,-1,-40,2,·
COc1ccccc1C1C2=C(N=C3SCC(=O)N31)c1ccccc1CC2 (stereo unspecified),-8,33,-3,-1.8,-10,10,17,4,-11,14,-3
O=C1CC(c2ccsc2)c2cc3c(cc2N1)OCCO3 (stereo unspecified),-10,12,-6,0.8,-5,24,9,1,-16,30,-1
CC1=CC(=O)C(C(C)C)=C/C1=N/OC(=O)c1cccc([N+](=O)[O-])c1,-3,9,-7,1.5,10,-22,6,-4,-40,3,-3
CC(C)(C)c1nc(SCC(=O)NNC(=O)c2ccccc2)c2ccccc2n1,-1,29,-3,1.0,-8,6,·,-11,-4,24,2
COc1cc(OC)c(C2C(C#N)=C(C)NC(C)=C2C#N)c(C(=O)O)c1,3,8,-5,1.1,10,12,2,-3,-2,-6,2
CC(=O)Oc1ccc2c(=O)oc(-c3ccccc3C)nc2c1,0,22,-49,0.4,2,-27,6,3,-6,-8,0
CC1C(=O)CCCCCCCCCC2C1(N1CCOCC1)CS2(=O)=O (stereo unspecified),1,0,-5,-2.2,9,-41,18,0,-26,4,-2
N#Cc1ccc(/C=C2\CCCCn3c2nc2cc(C(=O)O)ccc2c3=O)cc1,2,10,-3,-0.5,0,-12,4,1,-12,12,2
Cc1ccc2cc(C#N)c(SCC(=O)NCC3CCCO3)nc2c1 (stereo unspecified),8,6,0,9.7,3,3,-4,13,-27,7,1
Cc1cnc(C(=O)OCC(=O)Nc2cc(Cl)cc(Cl)c2)cn1,0,11,-9,-2.8,-2,-4,6,1,-26,-4,1
Nc1[nH]ncc1-c1ccccc1,-6,-5,-2,0.0,17,-14,0,1,0,-18,5
COc1ccc(-n2nc(C(=O)NCC(=O)NCCc3ccc(OC)c(OC)c3)c3ccccc3c2=O)cc1Cl,41,11,-3,-0.4,-3,7,6,2,8,46,3
O=c1c2ccccc2nnn1CCN1CCOCC1,7,1,3,3.7,-4,-7,8,6,2,0,1
CC(C)(C)OC(=O)NCCCCCc1nnc(SCc2c(F)cccc2Cl)o1,-5,16,3,0.4,-2,·,-7,-3,-12,14,-3
CCN(CC)CCCNC(=O)c1nn(-c2ccc(OC)cc2OC)c(=O)c2ccccc12,-2,4,-12,0.1,1,-15,-7,-2,-9,-10,2
COCCNC(=O)c1ccc2c(=O)n(CCCN3CCCC3=O)c(=S)[nH]c2c1,4,20,-2,-0.6,-2,-2,16,3,-3,10,-2
CC(C)(C)n1ncc2c(=O)n(CC(=O)NCCc3ccccc3)cnc21,20,-79,·,3.5,0,-23,-19,-2,-4,4,0
CC(C)C[C@H](NC(=O)c1[nH]cnc1C(=O)N[C@H](C)c1ccccc1)C(=O)OCc1ccccc1,-8,-4,-3,2.0,2,12,-9,1,-27,20,3
COc1ccc(C#Cc2c(-c3ccc(OC)cc3)oc3ccc(-c4ccc(OC)cc4)cc23)cc1,3,-1,-6,1.8,1,1,-3,3,3,-5,1
CCC1CCCCN1C(=O)Cn1c(=O)n(CCC(=O)NCc2ccco2)c(=O)c2sccc21 (stereo unspecified),9,-12,-8,2.4,-3,7,-3,3,-2,-5,-1
CCCCCCCNC(=O)C1(CC2CC(c3ccc(Cl)cc3)=NO2)CCN(C(=O)c2ccccc2)CC1 (stereo unspecified),6,3,-12,3.7,-14,15,4,0,-2,17,2
O=C(COc1ccc(F)cc1Cl)Nc1nc(-c2ccccn2)cs1,61*,-43,-6,4.3,-8,19,21,-5,34,25,2
Cc1cccc(C)c1-c1ccc(CN2C(CC(C)C)C(=O)N(Cc3cn(CC4CCCCC4)nn3)CCS2(=O)=O)cc1 (stereo unspecified),17,-6,-5,0.6,15,9,13,5,-31,35,·
O=C(COC(=O)CCSc1ccccc1Cl)Nc1ccc(F)cc1F,3,15,-6,-1.3,9,8,-9,-2,-10,4,5
COc1ccccc1OCc1ccc(C(=O)NN)cc1,6,2,·,1.4,3,7,12,1,-9,13,3
Cc1cc(C)c(C)c(S(=O)(=O)N2CCN(CC(=O)c3c(N)n(Cc4ccccc4)c(=O)n(C)c3=O)CC2)c1C,-5,-8,-5,-2.1,2,-40,9,6,2,5,0
Cc1ccccc1OCC(=O)NC(=S)Nc1ccc(N2CCOCC2)c(Cl)c1,-10,-2,·,-1.5,-4,2,1,2,-32,3,2
COc1ccc(C2Nc3ccccc3NC3=C2C(=O)CC(C)(C)C3)cc1 (stereo unspecified),2,-186,-16,0.0,2,-35,8,-2,-35,-23,-3
CCOc1ccc(OCCC(=O)N(CC)CC(=O)NCc2cccs2)cc1,-4,1,-15,-0.2,-6,-6,-6,3,-12,-7,0
C=C(C)CNC(=S)NNC(=O)c1ccc(Br)cc1,-2,-21,-5,-2.0,-11,2,-1,-2,-6,-31,2
COc1ccccc1CC(=O)NCCc1c[nH]c2ccccc12,-2,3,-8,1.3,-3,-6,10,-6,-48,5,4
C=CCNC(=O)c1onc(CSc2cccc(OC)c2)c1C(=O)NCC=C,7,9,-6,-0.2,2,2,0,0,31,5,3
COC(C/C=C/[C@@H](O)[C@@H](C)OCc1ccccc1)OC,-16,5,-5,-2.2,4,10,-10,4,-18,6,1
O=C(Oc1ccccc1Cl)c1ccccc1P(=O)(O)O,-1,4,-4,1.9,-6,1,1,0,-7,5,3

# A draw from above in order of molar mass, rising:
SMILES,H9c2 protect,HIF-2a block,CaV13 ICDI inh,iPSC survival up,PDI inh,Shn3 3UTR inh,TRPM1 prom inh,m5-HT2A agonist,NR2E3 ag-1,Peg3 prom inh,NR2E3 ag-2
COc1ccccc1OCc1ccc(C(=O)NN)cc1,6,2,·,1.4,3,7,12,1,-9,13,3
C=C(C)CNC(=S)NNC(=O)c1ccc(Br)cc1,-2,-21,-5,-2.0,-11,2,-1,-2,-6,-31,2
O=C(COC(=O)CCSc1ccccc1Cl)Nc1ccc(F)cc1F,3,15,-6,-1.3,9,8,-9,-2,-10,4,5
CCCCCCCNC(=O)C1(CC2CC(c3ccc(Cl)cc3)=NO2)CCN(C(=O)c2ccccc2)CC1 (stereo unspecified),6,3,-12,3.7,-14,15,4,0,-2,17,2

# (list continues)
SMILES,H9c2 protect,HIF-2a block,CaV13 ICDI inh,iPSC survival up,PDI inh,Shn3 3UTR inh,TRPM1 prom inh,m5-HT2A agonist,NR2E3 ag-1,Peg3 prom inh,NR2E3 ag-2
C/C(=N/NC(=O)c1nnn(-c2nonc2N)c1COc1ccccc1)c1ccccc1,-2,1,-3,-0.5,4,-16,-4,6,-12,6,2
Cc1ccc(C)c(NC(=S)N2CCCCCC2)c1,-8,9,-5,0.1,-7,-2,-2,0,-21,12,0
COc1ccc(N2CCN(c3ncnc4sc(C(=O)NCC5CCCO5)c(C)c34)CC2)cc1 (stereo unspecified),6,1,-3,-0.7,4,-8,5,-1,-33,24,1
Cc1ccc(NC(=O)CN(Cc2ccco2)Cc2ccccc2O)cc1C,-13,-110,-4,0.6,14,-1,-21,-5,-17,-66,6
Cc1ccc(NC(=O)CCC(=O)N/N=C/c2ccccc2O)cc1,52*,6,-20,-0.4,-1,67,-4,-2,17,34,-3
Cc1csc(NC(=O)c2cc(=O)[nH]c3ccc(S(=O)(=O)N4CCOCC4)cc23)n1,4,19,9,-0.3,-2,-4,-5,1,11,4,1
O=C1/C(=C/c2cccnc2)SC(=S)N1c1ccc(O)cc1,1,20,-13,-0.5,11,-1,9,1,-15,37,0
O=C1CSC(c2ccccc2[N+](=O)[O-])N1CCc1ccccc1 (stereo unspecified),-1,5,9,1.2,-20,8,2,1,4,9,7
O=C(Nc1nc2c(s1)CN(Cc1ccccc1)CC2)c1cccc(S(=O)(=O)N2CCc3ccccc32)c1,6,12,-3,-1.6,6,30,21,6,5,14,-4
O=P(OC1CCCCC1)(OC1CCCCC1)C(O)c1ccc(Cl)cc1Cl (stereo unspecified),-10,14,-3,4.5,-8,1,-3,-2,-5,29,0
CS(=O)(=O)N(CC(=O)N1CCN(c2cccc(Cl)c2)CC1)c1cccc(F)c1,-4,13,·,-0.1,0,16,-19,-4,5,0,0
O=C(Nc1ccncc1)c1ccccc1-c1ccccc1,5,9,-3,-2.1,2,-26,3,-2,-3,4,3
COC(=O)c1ccccc1N(C)S(C)(=O)=O,-7,17,-4,2.1,7,7,10,-3,-1,2,-3
CCOC(=O)C1CCN(c2c(NCCCN3CCCCC3)c(=O)c2=O)CC1,7,7,-6,-0.3,2,-3,8,-1,-16,2,-2
O=C1NCC(COc2ccc([N+](=O)[O-])cc2)O1 (stereo unspecified),0,-1,-2,-0.3,0,8,0,2,-21,10,-2
Cc1ccc(NC(=O)CC2S/C(=N/c3nccs3)N(C)C2=O)c(C)c1 (stereo unspecified),2,12,·,10,6,3,7,1,0,13,-2
COc1ccc(/C=C2\SC(=O)N(CCC(=O)Nc3ccc(S(=O)(=O)Nc4nccs4)cc3)C2=O)cc1,-21,-108,-5,0.1,-14,-45,5,-6,6,-108,-1
CCN1CCN(S(=O)(=O)c2cc(OCC(=O)NC3CCCCC3)c(C)cc2Cl)CC1,0,13,·,-1.9,7,58,31,0,32,9,2
CCCNC(=O)C1(C)CCCN(CCC(=O)c2ccccc2)C1 (stereo unspecified),-26,2,-9,-0.7,4,8,·,2,30,11,·
COc1ccccc1C(=O)NC(CCSC)C(=O)OC(C)C(N)=O (stereo unspecified),9,11,0,0.0,19,13,4,0,6,0,3
CCc1cccc(C)c1NC(=O)CSc1nnc(-c2ccco2)n1N,8,19,-5,0.3,9,-17,7,-1,4,-73,2
O=C(CSc1nccc(=O)[nH]1)Nc1ccc(F)c(Cl)c1,2,14,-7,-2.4,-1,-14,11,2,-14,-1,1
